From PubChem BioAssay
PAFAH1B2 inh = inhibitors of human PAFAH1B2; inhibition, % at 3.39 µM; 1.2% of 340,000 active; recombinant PAFAH1B2, FP-rhodamine activity probe, fluorescence polarization; AID 492953; P68402;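 active = inhibition above the mean of all tested compounds plus 3 SD, cut at about 24% in these data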;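 note: 0% = enzyme with DMSO and 100% = wells lacking PAFAH1B2; many of its hits are not listed in these tables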
Target sequence (P68402 whole entry, looked up): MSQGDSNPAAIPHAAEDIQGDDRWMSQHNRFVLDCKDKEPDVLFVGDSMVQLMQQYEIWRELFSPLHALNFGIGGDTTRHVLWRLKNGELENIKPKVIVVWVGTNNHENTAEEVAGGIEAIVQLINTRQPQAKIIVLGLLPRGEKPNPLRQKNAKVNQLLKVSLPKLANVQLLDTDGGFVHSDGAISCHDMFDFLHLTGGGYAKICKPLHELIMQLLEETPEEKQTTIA
PAFAH2 FP inh = PAFAH2 (human) inhibition; Q99487; recombinant PAFAH2, FP-rhodamine activity probe, fluorescence polarization; inhibition, % at 3.39 µM; 0.99% of 340,000 active; AID 492956;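 active = inhibition above the mean over all tested compounds plus 3 SD, cut at about 30% in these data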;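 note: inhibitors block probe labeling of enzyme so polarization drops; 0% = enzyme with DMSO and 100% = wells lacking PAFAH2 protein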
PAFAH1B3 FP inh = inhibitors of human PAFAH1B3. Q15102. recombinant PAFAH1B3, FP-rhodamine probe, fluorescence polarization. inhibition, % at 3.39 µM. 0.28% of 340,000 active. AID 492972;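 active = inhibition above the screen-wide average of all tested compounds plus 3 SD, cut at about 25% in these data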;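 note: 0% = enzyme with DMSO only and 100% = wells lacking PAFAH1B3 protein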
Target sequence (Q15102 whole entry, looked up): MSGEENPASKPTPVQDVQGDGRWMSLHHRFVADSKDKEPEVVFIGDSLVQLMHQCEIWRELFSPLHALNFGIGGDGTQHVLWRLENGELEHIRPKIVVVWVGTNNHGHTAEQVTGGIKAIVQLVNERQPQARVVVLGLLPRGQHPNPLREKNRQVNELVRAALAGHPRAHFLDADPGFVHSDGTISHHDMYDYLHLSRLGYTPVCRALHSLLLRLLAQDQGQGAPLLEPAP
Starred values were filed as active, the others as inactive. These rows are one share of the data, so the mix of outcomes need not match the whole.

SMILES	PAFAH1B2 inh	PAFAH2 FP inh	PAFAH1B3 FP inh
O=C(COC(=O)CNS(=O)(=O)c1cccc(F)c1)NCCc1ccccc1	4	4	8
CCn1c(C)nc2cc(C(=O)N/N=C/c3ccc(O)c(O)c3O)ccc21	4	8	-3
Nc1ccc(S(=O)(=O)c2ccc(NC(=O)c3cccnc3)cc2)cc1	6	-1	5
Cc1ccccc1NC(=O)c1ccc2c(c1)CCN2S(C)(=O)=O	0	3	10
Nc1ccc2[nH]c(=S)sc2c1	3	5	7
Cn1c(=O)c2[nH]c(CCC3CCCC3)nc2n(C)c1=O	6	1	5
N#Cc1c(N2CCSCC2)nsc1-c1ccccc1Cl	4	8	5
CCN(c1ccccc1)S(=O)(=O)c1cc(C(=O)NCC(c2ccc(OC)cc2)N(C)C)ccc1C (stereo not drawn)	5	4	-1
CCCc1nnc(NC(=O)C(=O)NCCN(C)C)s1	0	-2	13
O=S(=O)(Nc1cccc(-n2cnnn2)c1)c1ccc(F)cc1	1	2	3
COc1cccc(/C=N/NC(=O)c2cccc3ccccc23)c1	2	0	1
O=c1[nH]nc(SC2CCCCC2)c(=O)[nH]1	18	5	13
N#CC1(Nc2ccc(S(N)(=O)=O)cc2)CCCC1	2	-6	7
Cc1c(C(c2cc(O)ccc2O)c2c(C)n(C)n(-c3ccccc3)c2=O)c(=O)n(-c2ccccc2)n1C	7	5	1
O=C(NCc1ccco1)Nc1cccc([N+](=O)[O-])c1	0	8	9
Cc1cc(C)c(S(=O)(=O)Oc2ccccc2[N+](=O)[O-])c(C)c1	2	0	3
COC(CNC(=O)CCc1c(C)nc2c(c(C)nn2-c2ccc(C)cc2)c1C)OC	8	-3	5
CCCN(CC(=O)Nc1ccccc1C)C(=O)C1CC(=O)N(c2ccc(C)cc2)C1 (stereo not drawn)	5	9	5
Nc1ccc(C(=O)N/N=C/c2cn(Cc3ccccc3F)c3ccccc23)cc1	9	-1	8
O=C(CN(C1CCCCC1)S(=O)(=O)c1ccc(F)cc1)NCC1CCCO1 (stereo not drawn)	6	3	8
CCOc1cc(C=NN2CCCCCC2)ccc1O	9	2	6
Cc1cc(C)c(CN2CCN(CCCn3ccc(NC(=O)OCc4ccccc4)nc3=O)CC2)c(C)c1	2	-6	7
O=c1[nH]c(=O)c2[nH]c(=S)[nH]c2[nH]1	3	-1	6
CC(Sc1nnc(Cc2cccs2)n1C1CC1)C(=O)NC1CCS(=O)(=O)C1 (stereo not drawn)	1	-1	-1
O=C1NC2c3c(Cl)sc(Cl)c3C(=O)C2O1 (stereo not drawn)	0	15	0
O=C1c2c(Cl)c(Cl)c(Cl)c(Cl)c2C(=O)N1c1nccs1	9	-15	11
Cc1ccc(S(=O)(=O)NN=C2C(=O)C3CCC2C3Cl)cc1 (stereo not drawn)	-1	0	-1
O=[N+]([O-])c1ccc(NC2CCCCC2)nc1	8	1	-3
C#CCOCCOCCOCCNc1nc(N2CCN(C(=O)Cn3cc(CCCCN)nn3)CC2)nc(N2CCN(C(=O)[C@H](Cc3ccc(O)cc3)n3cc(CCO)nn3)CC2)n1	-3	-3	0
COCCN1CCN(C(=O)C2CCC(=O)N(Cc3cccc(C(F)(F)F)c3)C2)CC1 (stereo not drawn)	8	6	8
COc1ccc(CCN2CCCC(CN(C)C(=O)c3ccoc3)C2)cc1 (stereo not drawn)	3	5	2
O=C(Cc1ccc(NC(=O)C2CCCN(C(=O)C3CCC3)C2)cc1)Nc1cccc(C(=O)N2CCCCC2)c1 (stereo not drawn)	2	5	8
CC(NC(=O)c1ccccc1)C(=O)NC1CCCc2ccccc21 (stereo not drawn)	1	5	11
O=S(=O)(c1ccc(Cl)c(Cl)c1)c1snnc1-c1ccccc1	2	-14	4
CC(=O)CSc1nc(-c2cccs2)c(C#N)c(=O)[nH]1	2	-1	1
COc1ccc(NC(=O)C(CC(=O)O)Cc2ccc(Br)cc2)cc1 (stereo not drawn)	4	1	6
CC(CCN1CCN(c2ccccc2)CC1)c1ccccc1 (stereo not drawn)	10	-1	8
CCOCCCNC(=O)c1cn(CC(C)C)c(=O)c2cc(OC)c(OC)cc12	-1	-6	-7
CCC(=O)c1ccc(OCC(=O)OC(C)C(=O)Nc2c(C)n(C)n(-c3ccccc3)c2=O)cc1 (stereo not drawn)	6	-5	6
COc1ccc(OC)c(C(=O)C(=O)c2cc(OC)ccc2OC)c1	3	-5	1
COc1ccc(-c2nc3ccccc3s2)cc1	-4	5	1
O=C(Nc1ccc(Cl)cc1)c1cccc(OC(=S)N2CCOCC2)c1	1	-1	-8
Cc1c(N=Nc2ccc(N(C)C)cc2)c(=O)n(-c2ccccc2)n1C	-1	-2	7
Cc1cc(OCc2nc(N)nc(N)c2-c2ccc(Cl)c(Cl)c2)ccc1[N+](=O)[O-]	2	2	7
CCOc1cccc(CNCc2ccncc2)c1	5	0	5
CC(C)C[C@@H](CNCC(=O)[C@H](C)NC(=O)c1[nH]cnc1C(=O)N[C@@H](C)CN)NC(=O)c1nc[nH]c1C(=O)N[C@@H](C)C(=O)O	-1	-7	9
Cc1cccc(C(=O)OCC(=O)N(CC(C)C)c2c(N)n(Cc3ccccc3)c(=O)[nH]c2=O)c1C	-1	-1	-6
CCn1nnnc1SCC(=O)N1N=C(c2cccs2)CC1c1cccs1 (stereo not drawn)	2	5	7
CNc1nc(C)c([N+](=O)[O-])c(Nc2ccc(OC)cc2)n1	8	5	11
COc1cc(CNc2ccc3[nH]c(=O)[nH]c3c2)ccc1OCc1c(F)cccc1Cl	2	-1	7
Cc1ccc(-n2nnnc2SCC(=O)NCC2(N3CCOCC3)CCCCC2)c(C)c1	6	6	6
COc1ccc(NC(=O)c2ccco2)c2ccccc12	0	1	11
COc1cccc(C(=O)Nc2nnc(-c3ccccc3)s2)c1	-1	5	8
Cc1ccc(OCCC(=O)Nc2cc(S(=O)(=O)N3CCOCC3)ccc2N2CCCC2)cc1	2	11	3
Cc1cn(C2CC(O)C(CO)O2)c(=O)n(CCCc2ccccc2)c1=O (stereo not drawn)	0	0	6
C=CCNc1nc2c(c(=O)[nH]c(=O)n2C)n1CC(O)COc1ccc2ccccc2c1 (stereo not drawn)	-1	0	-2
COc1ccc(C(=O)/C=C/c2ccc(OCc3ccccc3)cc2)cc1CSCC(=O)O	3	1	4
COc1cccc(NC(=O)CN(C)C(=O)Cc2ccc3c(c2)OCCO3)c1	1	0	8
CC(C)C(=O)N1CCN(c2ccccc2NC(=O)COc2ccc(C3CCCCC3)cc2)CC1	-6	-4	7
O=C1CCN(Cc2ccccc2)C=C1C(=O)c1ccccc1	2	-1	2

Ordered by the number under PAFAH1B2 inh (rising): three of the compounds above.
compound,PAFAH1B2 inh
COc1cccc(NC(=O)CN(C)C(=O)Cc2ccc3c(c2)OCCO3)c1,1
O=C1CCN(Cc2ccccc2)C=C1C(=O)c1ccccc1,2
COc1ccc(C(=O)/C=C/c2ccc(OCc3ccccc3)cc2)cc1CSCC(=O)O,3

The list goes on:
SMILES	PAFAH1B2 inh	PAFAH2 FP inh	PAFAH1B3 FP inh
COc1ccc(OCc2ccc(/C=N\NC(=O)c3sccc3C)o2)cc1	2	0	6
C1CN(CC2COC(CN3CCOCC3)CO2)CCO1 (stereo not drawn)	7	-3	4
N#CC1=C(N)Oc2ccc3ccc(O)cc3c2C1c1ccsc1 (stereo not drawn)	93*	98*	114*
COc1ccc2[nH]c3c(NCCC4=CCCCC4)ncnc3c2c1	6	6	10
CC1=C(C(=O)NC2CC(C)(C)Cc3c2cnn3-c2ccc(C)cc2)OCCO1 (stereo not drawn)	13	5	-1
CC(C)(C)c1ccc(C2(C)NC(=O)N(CC(=O)NC3CCS(=O)(=O)C3)C2=O)cc1 (stereo not drawn)	9	4	11
O=C(CN1CCCSc2ccccc21)N1CCN(S(=O)(=O)c2ccccc2)CC1	13	1	9
Cc1cc(C(=O)COC(=O)/C=C/c2cccc(Br)c2)c(C)n1C	0	4	15
CCC(=O)NC(c1ccc(OC)c(OC)c1)c1cc(Cl)c2cccnc2c1O (stereo not drawn)	2	8	10
COc1ccc(SCCN2CCN(C)CCC2=O)cc1	-1	2	7
O=C(Nc1ccncc1)Nc1cccc(F)c1	5	0	9
Cc1cc(C)cc(NC(=O)c2cccc(N3C(=O)C4C5C=CC(C5)C4C3=O)c2)c1 (stereo not drawn)	-1	-1	-5
CCN(CC)c1ccc(/C=C2/SC(=O)N(C(C)C)C2=O)o1	-36	-66	-41
O=C1c2cccc(NCCCNCCO)c2C(=O)c2cccc(NCCCNCCO)c21	-8	-18	-8
COC(=O)N/N=C\c1ccccc1OC/C=C/c1ccccc1	-2	-5	0

Reprinted at random: 3 compounds from above
SMILES	PAFAH1B2 inh	PAFAH2 FP inh	PAFAH1B3 FP inh
O=C1c2cccc(NCCCNCCO)c2C(=O)c2cccc(NCCCNCCO)c21	-8	-18	-8
CC1=C(C(=O)NC2CC(C)(C)Cc3c2cnn3-c2ccc(C)cc2)OCCO1 (stereo not drawn)	13	5	-1
N#CC1=C(N)Oc2ccc3ccc(O)cc3c2C1c1ccsc1 (stereo not drawn)	93*	98*	114*

Further compounds.
SMILES	PAFAH1B2 inh	PAFAH2 FP inh	PAFAH1B3 FP inh
COc1ccc(S(=O)(=O)N2CCN(Cc3ccccc3)CC2)cc1OC	3	0	4
O=C(NC1CC1)c1c(O)c2ccccc2[nH]c1=O	3	-4	12
CN1CCN(C(=O)CN(C2CCCCC2)S(=O)(=O)c2ccccc2)CC1	1	15	-5
COc1ccccc1C(=O)NNC(=O)c1ccc(NC(=O)C(C)C)cc1	0	-4	7
Cc1ccc2c(Cl)c(Cc3ccccc3)c(=S)[nH]c2n1	3	5	6
O=C(Cc1ccc(NC(=O)C2CCCN(C(=O)C3CCC3)C2)cc1)Nc1cccc(C(=O)N2CCCC2)c1 (stereo not drawn)	3	3	12
CCN1C(=O)CCN(C2CCCC2)c2nc(Nc3ccc(C(=O)NC4CCN(C)CC4)cc3OC)ncc21	0	3	-13
COc1ccc(OC)c(S(=O)(=O)N2CCCC(C(=O)NC3CC3)C2)c1 (stereo not drawn)	1	3	6
Cc1ccc(NCCCn2cnc3c(OCc4ccccc4)ncnc32)cc1C	5	-2	4
COc1cccc(NC(=O)CN(C)C(=O)c2ccc(S(=O)(=O)Nc3ccccc3F)cc2)c1	3	2	1
O=C(Cc1cccc(NC(=O)C2CCN(C(=O)C3CCCCC3)CC2)c1)Nc1cccc(C(=O)N2CCCCC2)c1	4	1	2
CC(=O)c1ccc(S(=O)(=O)Nc2ccc(C(=O)NC3CC3)cc2)cc1	-1	1	8
Cc1c(CCC(=O)O)c(=O)oc2c(C)c3occ(-c4ccc(Cl)cc4)c3cc12	7	8	-1
COc1ccccc1CNCCS(=O)(=O)NCc1ccccc1	3	-8	2
CCOC(=O)Nc1cc2c(c(N)n1)N=C(c1ccccc1)CN2	5	2	6

Continued, overlapping the part above by 4 compounds.
SMILES	PAFAH1B2 inh	PAFAH2 FP inh	PAFAH1B3 FP inh
CC(=O)c1ccc(S(=O)(=O)Nc2ccc(C(=O)NC3CC3)cc2)cc1	-1	1	8
Cc1c(CCC(=O)O)c(=O)oc2c(C)c3occ(-c4ccc(Cl)cc4)c3cc12	7	8	-1
COc1ccccc1CNCCS(=O)(=O)NCc1ccccc1	3	-8	2
CCOC(=O)Nc1cc2c(c(N)n1)N=C(c1ccccc1)CN2	5	2	6
Nc1c(Cl)cc(S(N)(=O)=O)cc1S(N)(=O)=O	5	-2	13
O=S(=O)(CCN1CCOCC1)c1ccccc1	1	0	4
C[C@H](O)[C@@H]1C(=O)N2CCc3ccc(-c4ccccc4)cc3[C@@H]2C[C@@H]1N(C)C(=O)NC1CCCCC1	7	-2	7
O=C(NCc1cccc(F)c1)c1cccc(OC2CCN(C(=O)C3CC3)CC2)c1	6	2	-4
Nc1[nH]c(=O)nc2snnc12	2	3	3
O=C1CSC(=S)N1Nc1ccccc1	1	-4	-6
COc1ccc(NC(=S)N2CCN(C(=O)C3CCCO3)CC2)cc1 (stereo not drawn)	10	4	14
O=C(O)CN1C(=O)CSC1=S	4	-1	4
CCCN(CC(=O)Nc1ccccc1OC)C(=O)c1ccc(S(=O)(=O)Nc2ccccc2OC)cc1	3	7	9
O=C(O)c1cc(=O)[nH]c2ccccc12	-3	-3	20
Cc1cc(N2CCCC2)c(F)cc1/C=C\[N+](=O)[O-]	4	13	6
O=C(COC(=O)CCCN1C(=O)c2cccc3cccc(c23)C1=O)NC1CCS(=O)(=O)C1 (stereo not drawn)	2	4	4
Cc1ccc(C)c(/C(O)=C2\C(=O)C(=O)N(CCCN3CCOCC3)C2c2cccnc2)c1 (stereo not drawn)	0	-5	8
Cc1cc(C)c(C=NNc2nc3c([nH]2)c(=O)n(C)c(=O)n3C)c(C)c1	5	-4	8
COc1ccc(S(=O)(=O)N(C)C)cc1NC(=O)Cc1ccc(S(=O)(=O)N2CCOCC2)s1	-1	4	-2
Cc1cccc(NC(=O)CN2CCN(C(=O)CN3C(=O)NC4(CCCCC4C)C3=O)CC2)c1C (stereo not drawn)	5	-7	7
COc1ccc2[nH]cc(CCNC(=O)Cn3cc(C)c(=O)[nH]c3=O)c2c1	1	-9	2
COc1ccc(N2CCN(CCNC(=O)Nc3cc(Cl)ccc3Cl)CC2)cc1	2	-6	4
O=C(Nc1ccccc1C(=O)N1CCOCC1)c1cccc(S(=O)(=O)N2CCCC2)c1	2	-2	4
O=C1CSCc2nc3ccccc3n21	3	-7	7
O=C(N/N=C/c1ccc2c(c1)OCO2)c1cc(-c2ccco2)nc2ccccc12	-3	2	-2

Looked up above.
Reading for Cc1cc(C)c(CN2CCN(CCCn3ccc(NC(=O)OCc4ccccc4)nc3=O)CC2)c(C)c1 in PAFAH1B2 inh: 2
Reading for N#Cc1c(N2CCSCC2)nsc1-c1ccccc1Cl in PAFAH1B3 FP inh: 5
Reading for Nc1c(Cl)cc(S(N)(=O)=O)cc1S(N)(=O)=O in PAFAH2 FP inh: -2
